Screening results (PubChem)
GPR151 activ: activators of human GPR151. hit rate 1% among 650,000. Q8TDV0. PathHunter beta-arrestin GPR151 cells, luminescence. activation, % at 11.2 µM; in the data active means activation above about 4.9%;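 further: 0% = median of compound wells and 100% = cells with positive control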
Target sequence (Q8TDV0 whole entry, looked up): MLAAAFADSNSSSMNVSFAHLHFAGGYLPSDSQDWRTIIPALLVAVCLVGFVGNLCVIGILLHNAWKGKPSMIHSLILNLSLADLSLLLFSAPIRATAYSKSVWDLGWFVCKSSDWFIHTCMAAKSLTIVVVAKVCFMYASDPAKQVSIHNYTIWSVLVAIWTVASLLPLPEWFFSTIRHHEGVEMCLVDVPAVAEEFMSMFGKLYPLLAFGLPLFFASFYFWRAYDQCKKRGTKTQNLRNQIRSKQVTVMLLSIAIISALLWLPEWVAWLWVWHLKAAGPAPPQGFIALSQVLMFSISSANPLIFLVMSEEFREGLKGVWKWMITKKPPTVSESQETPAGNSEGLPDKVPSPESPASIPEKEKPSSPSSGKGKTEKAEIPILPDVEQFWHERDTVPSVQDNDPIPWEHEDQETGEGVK
MITF primary: inhibitors of human MITF. O75030. AlphaScreen MITF homodimerization, bead proximity signal. inhibition, % at 2.6 µM. hit rate 0.91% among 650,000. AID 1259374; in the data active means inhibition above about 50%;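 further: 0% = vehicle wells with protein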
Target sequence (O75030 whole entry, looked up): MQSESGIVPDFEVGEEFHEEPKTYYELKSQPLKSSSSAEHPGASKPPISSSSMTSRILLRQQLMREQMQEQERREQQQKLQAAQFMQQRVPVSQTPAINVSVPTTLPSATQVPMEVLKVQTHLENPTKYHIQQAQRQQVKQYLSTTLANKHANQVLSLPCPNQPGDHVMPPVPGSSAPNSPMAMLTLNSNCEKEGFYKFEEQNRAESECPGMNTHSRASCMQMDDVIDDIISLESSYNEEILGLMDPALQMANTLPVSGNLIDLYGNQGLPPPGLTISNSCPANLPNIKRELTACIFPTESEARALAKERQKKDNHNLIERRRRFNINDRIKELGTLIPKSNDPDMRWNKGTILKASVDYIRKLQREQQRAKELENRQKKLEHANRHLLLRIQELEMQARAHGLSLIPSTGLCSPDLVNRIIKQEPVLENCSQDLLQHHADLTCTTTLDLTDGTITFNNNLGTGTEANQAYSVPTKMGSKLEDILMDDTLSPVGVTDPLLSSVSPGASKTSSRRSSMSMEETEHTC
TEAD-YAP inh: TEAD-YAP interaction inhibition. HEK-TIYL cells, TEAD-Gal4/YAP UAS-luciferase luminescence. inhibition, % at 9.12 µM. hit rate 1.4% among 640,000. AID 1259422; in the data active means inhibition above about 32%;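 further: 0% = median of test compound wells and 100% = reference inhibitor wells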
FBW7 activator: activators of human E3 ligase FBW7 | normalized activity (activation), % at 26.1 µM | hit rate 0.13% among 650,000 | Q969H0 | AlphaScreen FBW7–phospho-cyclin E peptide binding, activator screen; in the data active means normalized activity above about 1.9%;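 further: purified mutant Fbw7 with reduced substrate affinity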
An asterisk follows results filed as active.

COc1ccc(Cl)cc1C(=O)NCC1CCN(Cc2ccco2)CC1 was read as GPR151 activ -1.0, MITF primary -7, TEAD-YAP inh -11 and FBW7 activator 0.1.
`Cc1ccc(C(=O)N/C(=C/c2cccs2)C(=O)NCCCn2cccn2)cc1C` gave GPR151 activ -1.3, MITF primary 21, TEAD-YAP inh 7 and FBW7 activator 0.4.
For Cc1ccc(-c2nc(CCNC(=O)c3ccccc3C)cs2)cc1 the results were GPR151 activ -1.2, MITF primary 16, TEAD-YAP inh -2 and FBW7 activator 0.1.
For CC(C)N(CCNC(=O)c1csc(-c2ccc(N3CCOCC3)nc2)n1)C(C)C the results were GPR151 activ 0.1, MITF primary 2, TEAD-YAP inh -4 and FBW7 activator -0.1.
For Cc1cccc(NC(=O)CSc2nnc(-c3ccccc3)n2-c2ccccc2)c1C the results were GPR151 activ -0.4, MITF primary 15, TEAD-YAP inh 2 and FBW7 activator 0.3.
For COc1ccccc1COC(=O)Nc1ccc(-c2cn[nH]c2)cc1 the results were GPR151 activ 1.0, MITF primary -5, TEAD-YAP inh -29 and FBW7 activator 0.0.
For CC(=O)c1cccc(-c2nc(NCCc3ccc(O)cc3)c3ncn(C(C)C)c3n2)c1 the results were GPR151 activ -1.1, MITF primary -8, TEAD-YAP inh 63* and FBW7 activator 0.1.
CCOC(=O)C(=O)Nc1sc(C(=O)Nc2cccc(C)c2)c(C)c1C(=O)OC was read as GPR151 activ 0.2, MITF primary 11, TEAD-YAP inh 11 and FBW7 activator -0.1.
For COCc1ccc([C@@H]2C[C@H]3CN(Cc4ccc(OC)cc4)C(=O)[C@]34CCCN24)o1 the results were GPR151 activ -1.1, MITF primary 1, TEAD-YAP inh 0 and FBW7 activator 0.0.
`COC(=O)c1ccc(/C=N/NC(=O)c2nnn(-c3nonc3N)c2CN(C)C)cc1` gave GPR151 activ -1.0, MITF primary 13, TEAD-YAP inh -9 and FBW7 activator 0.2.
Cc1ccc(C2CC(=O)NC(SCC(=O)Nc3cc(Cl)cc(Cl)c3)=C2C#N)cc1 (centres undefined) was read as GPR151 activ 1.6, MITF primary -8, TEAD-YAP inh 3 and FBW7 activator -0.1.
`CCOC(=O)c1c(NC(=O)C(C)Oc2ccc(Cl)cc2C)sc2c1CCC(C)C2` (centres undefined) gave GPR151 activ 0.4, MITF primary -3, TEAD-YAP inh 3 and FBW7 activator -0.1.
For CCOc1ccc(C(=O)c2nc3c(n2O)CCCCC3)cc1OCC the results were GPR151 activ 1.6, MITF primary 12, TEAD-YAP inh 12 and FBW7 activator 0.3.
For CCCn1c(SCC(=O)N2CCCCC2)nnc1-c1ccccn1 the results were GPR151 activ -0.5, MITF primary -27, TEAD-YAP inh 14 and FBW7 activator 0.1.
Screening Cc1ccc(NCc2c(CO)cnc(C)c2O)cc1Cl returned GPR151 activ 0.8, MITF primary 36, TEAD-YAP inh 3 and FBW7 activator 0.0.
CCOc1ccc(-c2cc(=O)[nH][nH]2)cc1 was read as GPR151 activ 0.1, MITF primary 5, TEAD-YAP inh -6 and FBW7 activator -0.1.
Screening O=C(COc1ccc([N+](=O)[O-])cc1)Nc1cccc(I)c1 returned GPR151 activ 1.4, MITF primary -4, TEAD-YAP inh 5 and FBW7 activator 0.1.
Screening COc1cc(C2CC(=O)NC3=C2C(=O)CC(C)(C)C3)cc([N+](=O)[O-])c1O (centres undefined) returned GPR151 activ -0.3, MITF primary 3, TEAD-YAP inh -5 and FBW7 activator -0.3.
O=C(Nc1ccc2c(c1)CN(C(=O)c1cscn1)CC2)c1ccc(C(F)(F)F)cc1 was read as GPR151 activ 1.0, MITF primary 2, TEAD-YAP inh 4 and FBW7 activator -0.1.
For O=C(CC1CCCC1)NCCn1nc(-c2cccs2)oc1=O the results were GPR151 activ -0.8, MITF primary -8, TEAD-YAP inh -3 and FBW7 activator -0.2.

Pulled by structure from the entries so far, five records:
`Cc1ccc(C(=O)N/C(=C/c2cccs2)C(=O)NCCCn2cccn2)cc1C` gave GPR151 activ -1.3, MITF primary 21, TEAD-YAP inh 7 and FBW7 activator 0.4.
For Cc1ccc(-c2nc(CCNC(=O)c3ccccc3C)cs2)cc1 the results were GPR151 activ -1.2, MITF primary 16, TEAD-YAP inh -2 and FBW7 activator 0.1.
Screening Cc1ccc(NCc2c(CO)cnc(C)c2O)cc1Cl returned GPR151 activ 0.8, MITF primary 36, TEAD-YAP inh 3 and FBW7 activator 0.0.
For CCOc1ccc(C(=O)c2nc3c(n2O)CCCCC3)cc1OCC the results were GPR151 activ 1.6, MITF primary 12, TEAD-YAP inh 12 and FBW7 activator 0.3.
For CC(C)N(CCNC(=O)c1csc(-c2ccc(N3CCOCC3)nc2)n1)C(C)C the results were GPR151 activ 0.1, MITF primary 2, TEAD-YAP inh -4 and FBW7 activator -0.1.

Other structures.
Screening CC(C)C[C@H](NC(=O)c1ccc(OC2CCN(C(=O)C3CC3)CC2)cc1)C(N)=O returned GPR151 activ -1.3, MITF primary 4, TEAD-YAP inh -8 and FBW7 activator -0.1.
Screening CCOC(=O)N1CCN(c2c(N3CCC(C)CC3)c(=O)c2=O)CC1 returned GPR151 activ -0.3, MITF primary 0, TEAD-YAP inh -4 and FBW7 activator 0.0.
`COc1ccc(/C=N/NC(=S)Nc2cccc(C(=O)O)c2)cc1` gave GPR151 activ 0.5, MITF primary 12, TEAD-YAP inh -4 and FBW7 activator 0.0.
`COc1ccc2nc(NC(=O)COC(=O)c3ccccc3Br)sc2c1` gave GPR151 activ -0.5, MITF primary 4, TEAD-YAP inh 2 and FBW7 activator 0.1.
COc1ccc(CCNC(=O)C2CCN(c3ccc(Nc4ccc(N5CCOCC5)cc4)nn3)CC2)cc1 was read as GPR151 activ 0.7, MITF primary 12, TEAD-YAP inh 5 and FBW7 activator 0.1.
Screening COc1ccc(-c2nc(Nc3ccc(C)cc3)sc2C)cc1 returned GPR151 activ -0.8, MITF primary 4, TEAD-YAP inh -20 and FBW7 activator -0.1.
`C=CCNC(=O)C(=O)Nc1ccccc1F` gave GPR151 activ -3.7, MITF primary 22, TEAD-YAP inh -37 and FBW7 activator 1.4.
`O=S(=O)(c1ccc(-c2ccccc2)cc1)N1CCN(c2ccc(NCC3CCCO3)nn2)CC1` (centres undefined) gave GPR151 activ 0.8, MITF primary -8, TEAD-YAP inh 5 and FBW7 activator -0.3.
`O=C(Nc1ccc(Oc2ccccc2)cc1)c1ccc(F)c(S(=O)(=O)NCCc2ccccc2)c1` gave GPR151 activ 0.0, MITF primary -4, TEAD-YAP inh 40* and FBW7 activator 0.0.
Screening CN(Cc1ccccc1)c1ncc(-c2cccs2)cn1 returned GPR151 activ 1.3, MITF primary 22, TEAD-YAP inh -22 and FBW7 activator 0.4.
For COc1cccc(Nc2ncnc3sc4c(c23)CCCC4)c1 the results were GPR151 activ 0.9, MITF primary 9, TEAD-YAP inh -10 and FBW7 activator 0.5.
For COc1ccc(-n2nc([N+](=O)[O-])c(=Nc3ccc(Cl)c(Cl)c3)n2O)cc1 the results were GPR151 activ 0.3, MITF primary 21, TEAD-YAP inh -7 and FBW7 activator 0.1.
For COc1ccc2oc(=O)c(C(=O)NNC(=O)c3ccc(OC)c(OC)c3)cc2c1 the results were GPR151 activ 0.3, MITF primary -10, TEAD-YAP inh 2 and FBW7 activator -0.2.
Screening Nc1nccc(-c2ccc3nc(C4COc5ccc(C(=O)NCCc6cccs6)cc5C4)[nH]c3c2)n1 (centres undefined) returned GPR151 activ -1.4, MITF primary -8, TEAD-YAP inh 20 and FBW7 activator 24*.
Screening COC(=O)c1c(-c2ccc(Br)cc2)csc1NC(=O)c1cccnc1 returned GPR151 activ -1.2, MITF primary 10, TEAD-YAP inh 1 and FBW7 activator 0.4.
`COc1ccccc1C1=NOC(C(=O)Nc2cc(OC)c(OC)c(OC)c2)C1` (centres undefined) gave GPR151 activ 1.3, MITF primary -6, TEAD-YAP inh -13 and FBW7 activator -0.3.
Screening Cc1ccc(OCC(=O)N/N=C\c2cccn2C)c([N+](=O)[O-])c1 returned GPR151 activ 5.3*, MITF primary 18, TEAD-YAP inh -3 and FBW7 activator 0.1.
Screening COc1cc(-c2nc3ccccc3c(=O)n2CC(=O)Nc2ccc(C)c(F)c2)cc(OC)c1OC returned GPR151 activ 0.1, MITF primary -3, TEAD-YAP inh 0 and FBW7 activator 0.1.
Screening CCOC(=O)N1CCC(n2c(SCC(=O)N3CCCCCC3)nc3ccccc3c2=O)CC1 returned GPR151 activ -1.7, MITF primary 1, TEAD-YAP inh -15 and FBW7 activator -0.2.
COCCNc1c2c(nc3c(-c4ccccc4)c(C)nn13)CCC2 was read as GPR151 activ 1.5, MITF primary 10, TEAD-YAP inh 4 and FBW7 activator 0.0.
`CCCc1[nH]n(-c2ccc(F)cc2)c(=O)c1C=Nc1ccc(OCC)cc1` gave GPR151 activ 2.3, MITF primary -2, TEAD-YAP inh -11 and FBW7 activator -0.2.
Screening CCc1ccc(C2C3=C(Nc4c2c(=O)[nH]c(=O)n4CCOC)c2ccccc2C3=O)cc1 (centres undefined) returned GPR151 activ -0.6, MITF primary -4, TEAD-YAP inh 43* and FBW7 activator 0.4.
For Cc1nn(C)c(C)c1-c1nc(NCc2cccnc2)c2ncn(-c3ccsc3)c2n1 the results were GPR151 activ -1.2, MITF primary 3, TEAD-YAP inh -13 and FBW7 activator -0.1.
O=C1CC(CC(=O)N2CCC[C@H]2CO)(c2ccccc2Cl)C(=O)N1C1CCCC1 (some centres undefined) was read as GPR151 activ -0.7, MITF primary -4, TEAD-YAP inh -42 and FBW7 activator -0.1.
For CC1=C(C(=O)OC(C)C)C(c2ccc(O)cc2)NC(=O)N1 (centres undefined) the results were GPR151 activ -1.4, MITF primary -11, TEAD-YAP inh -8 and FBW7 activator -0.1.
Screening CN(C)S(=O)(=O)c1cc(C(=O)NC2CCCCC2)c(Cl)cc1Cl returned GPR151 activ -0.6, MITF primary -3, TEAD-YAP inh -2 and FBW7 activator 0.0.
Screening COc1cc(C(=O)Nc2ccc(C(=O)O)cc2[N+](=O)[O-])cc(OC)c1OC returned GPR151 activ 2.1, MITF primary 1, TEAD-YAP inh -6 and FBW7 activator 0.0.
For COc1ccc(CCNC(=S)Nc2ccc([N+](=O)[O-])cc2)cc1OC the results were GPR151 activ 3.3, MITF primary 4, TEAD-YAP inh 9 and FBW7 activator 0.0.
`Cc1ccc2oc(=O)c3cnn(CC(=O)NCCCOC(C)C)c3c2c1` gave GPR151 activ -0.1, MITF primary -4, TEAD-YAP inh 9 and FBW7 activator -0.3.
`CC(C(=O)N=Nc1c(O)[nH]c2ccccc12)n1cnc2ccccc2c1=O` (centres undefined) gave GPR151 activ -0.5, MITF primary -7, TEAD-YAP inh -7 and FBW7 activator 0.0.
N#C/C(=C\c1ccc(Br)o1)C(N)=S was read as GPR151 activ -0.6, MITF primary 18, TEAD-YAP inh 20 and FBW7 activator 0.4.
`COc1ccc(-c2noc(CCC(=O)Nc3ccc(C)c(C)c3)n2)cc1` gave GPR151 activ 5.2*, MITF primary 8, TEAD-YAP inh -2 and FBW7 activator 0.0.
`O=C(CN1CCC(C(=O)c2ccc(F)cc2)CC1)NC1CCCCC1` gave GPR151 activ 0.2, MITF primary -5, TEAD-YAP inh 7 and FBW7 activator 0.0.
Cc1cccc(OCC(=O)Nc2ccc(S(=O)(=O)Nc3cc(C)on3)cc2)c1 was read as GPR151 activ -4.6, MITF primary 7, TEAD-YAP inh 4 and FBW7 activator 0.5.
For COC(CNC(=O)CN1C(=O)/C(=C\c2ccc(F)cc2)Oc2ccccc21)OC the results were GPR151 activ 0.1, MITF primary 12, TEAD-YAP inh 7 and FBW7 activator 0.2.
`CCOC(=O)N1CCN(C(=O)C2(c3cccs3)CCCC2)CC1` gave GPR151 activ 2.1, MITF primary -2, TEAD-YAP inh -2 and FBW7 activator -0.1.
Screening Cc1nc(N2CCN(C)CC2)c2c(C)c(C(=O)N3CCCC(C)C3)sc2n1 (centres undefined) returned GPR151 activ 0.3, MITF primary -4, TEAD-YAP inh -5 and FBW7 activator -0.5.
For COc1ccc(C(=O)N/C(=C\c2ccc([N+](=O)[O-])cc2)C(=O)Nc2ccc(C)cc2Br)cc1Br the results were GPR151 activ 0.2, MITF primary 14, TEAD-YAP inh -6 and FBW7 activator 0.2.
Screening N#Cc1cccc(NC(=S)NC(=O)c2cccs2)c1 returned GPR151 activ -1.5, MITF primary -2, TEAD-YAP inh -27 and FBW7 activator -0.1.
CN(C)c1ccc(NC(=O)CSc2nc(N)c(C(=O)Nc3ccc(N(C)C)cc3)s2)cc1 was read as GPR151 activ 0.8, MITF primary 43, TEAD-YAP inh 21 and FBW7 activator -0.1.

3 entries out of the list, sorted by formula weight, rising.
Screening N#Cc1cccc(NC(=S)NC(=O)c2cccs2)c1 returned GPR151 activ -1.5, MITF primary -2, TEAD-YAP inh -27 and FBW7 activator -0.1.
For COC(CNC(=O)CN1C(=O)/C(=C\c2ccc(F)cc2)Oc2ccccc21)OC the results were GPR151 activ 0.1, MITF primary 12, TEAD-YAP inh 7 and FBW7 activator 0.2.
CN(C)c1ccc(NC(=O)CSc2nc(N)c(C(=O)Nc3ccc(N(C)C)cc3)s2)cc1 was read as GPR151 activ 0.8, MITF primary 43, TEAD-YAP inh 21 and FBW7 activator -0.1.

Further entries:
Screening CCCOc1ccc(-c2nc(NCCN)c3ccccc3n2)cc1 returned GPR151 activ 1.4, MITF primary -3, TEAD-YAP inh -25 and FBW7 activator -0.1.
`CC(=O)Nc1cc2c(cc1NC(=O)Cn1nnc(-c3ccc(C)o3)n1)OCCO2` gave GPR151 activ 0.4, MITF primary 3, TEAD-YAP inh 4 and FBW7 activator -0.2.
Oc1cc(C2CCCCC2)ccc1C1CCCCC1 was read as GPR151 activ 1.4, MITF primary -1, TEAD-YAP inh -41 and FBW7 activator -0.1.
For O=C1C=C(c2ccccc2)C(O)(c2ccccc2)C1 (centres undefined) the results were GPR151 activ 0.9, MITF primary -7, TEAD-YAP inh -9 and FBW7 activator 0.0.
